Bioassay records as filed in PubChem.
C2C12 statin: suppressors of statin myotoxicity in C2C12 myotubes, primary screen, cell-based, single point, plate reader. C2C12 myotubes + simvastatin, ATP luminescence, 48 h; scaled: DMSO 0, geranylgeraniol control 100. rescue of ATP level, % at 7.49 µM. 330,000 compounds, 0.78% hits;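 active = mean ATP rescue above about 67%, or every replicate alone reaching that limit, limit read from the data, passing the limit was not always enough; inconclusive = no clear call, values can overlap the other calls; inactive = mean under the limit and some replicate under it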;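 also: myotubes were challenged with 10 µM simvastatin during compound exposure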
ERp5 inh: inhibitors of ERp5-driven insulin aggregation, primary screen, biochemical, turbidity, absorbance 650 nm, single point; AID 651711, 2012; inhibition, % at 9.99 µM; 90 min; 350,000 compounds, 0.05% hits; Protein disulfide-isomerase A6 (Homo sapiens), Q15084;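 active = mean replicate inhibition above about 25%, with every replicate also reaching it, limit read from the data, passing the limit was not always enough; inconclusive = only one of those two criteria met; inactive = neither criterion met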
S100A4 MyoIIA: inhibitors of S100A4-myosin IIA peptide binding, primary screen, biochemical, fluorescence polarization, TAMRA-MyoIIA peptide; inhibition, % at 10.7 µM; 360,000 compounds, 0.14% hits; AID 652163, 2013; Protein S100-A4 (Homo sapiens), P26447;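 active = mean inhibition of at least 70% across replicates, with every replicate also reaching that level; inconclusive = mean inhibition reaches 70% but some replicates fall short; inactive = mean inhibition below 70%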
Target sequence (P26447 whole entry, looked up): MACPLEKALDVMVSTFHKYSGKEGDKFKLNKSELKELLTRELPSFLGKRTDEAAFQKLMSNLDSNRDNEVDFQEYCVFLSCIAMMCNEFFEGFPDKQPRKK
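Material: S100A4 monomer protein | Medium: HEPES pH 7.2 with CaCl2, KCl, NaCl, DTT, Triton | Reagent: Labelled myosin peptide probe, 5 nM | Doses: One dose per compound | Times: 5 min incubation before reading | Benchmarks: Neutral control DMSO, positive control TFP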
SIRT5 block: SIRT5 desuccinylase inhibitors, primary screen, biochemical, fluorescence imaging, single point, set 5 | NAD-dependent protein deacylase sirtuin-5, mitochondrial (Homo sapiens), Q9NXA8 | Purified SirT5, succinyl-peptide AMC, trypsin-coupled fluorescence | inhibition, % at 15 µM | 330,000 compounds, 1.1% hits | AID 652115, 2013; in the data active = inhibition above about 15%; inconclusive = no clear call, values can overlap the other calls
Target sequence (Q9NXA8 whole entry, looked up): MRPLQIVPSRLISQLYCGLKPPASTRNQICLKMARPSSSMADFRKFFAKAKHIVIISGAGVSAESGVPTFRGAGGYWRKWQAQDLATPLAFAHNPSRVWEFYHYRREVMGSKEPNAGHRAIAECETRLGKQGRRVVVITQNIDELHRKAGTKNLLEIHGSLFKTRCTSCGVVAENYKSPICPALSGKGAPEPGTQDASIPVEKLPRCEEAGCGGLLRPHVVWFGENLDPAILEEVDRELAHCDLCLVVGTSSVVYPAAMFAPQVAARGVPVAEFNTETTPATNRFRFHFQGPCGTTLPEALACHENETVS
E-selectin induc: E-selectin induction in HUVECs, primary screen, imaging, HUVEC, immunofluorescence imaging, single point. P16581. normalized: neutral wells 0, TNF-alpha wells 100. activation, % at 7.58 µM. 260,000 compounds, 0.37% hits. AID 686992, 2013;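 active = mean E-selectin-positive cell signal at least 10% of the positive control, reached in at least 60% of replicates, without over 20% cell loss; inconclusive = no rule given, readout overlaps actives, possibly toxicity-flagged; inactive = the rest, including those meeting only one limit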;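 also: in these data hits start at about 27%; measured in HUVEC primary endothelial cells; signal is the percent of cells scored E-selectin positive by PE staining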
Target sequence (P16581 whole entry, looked up): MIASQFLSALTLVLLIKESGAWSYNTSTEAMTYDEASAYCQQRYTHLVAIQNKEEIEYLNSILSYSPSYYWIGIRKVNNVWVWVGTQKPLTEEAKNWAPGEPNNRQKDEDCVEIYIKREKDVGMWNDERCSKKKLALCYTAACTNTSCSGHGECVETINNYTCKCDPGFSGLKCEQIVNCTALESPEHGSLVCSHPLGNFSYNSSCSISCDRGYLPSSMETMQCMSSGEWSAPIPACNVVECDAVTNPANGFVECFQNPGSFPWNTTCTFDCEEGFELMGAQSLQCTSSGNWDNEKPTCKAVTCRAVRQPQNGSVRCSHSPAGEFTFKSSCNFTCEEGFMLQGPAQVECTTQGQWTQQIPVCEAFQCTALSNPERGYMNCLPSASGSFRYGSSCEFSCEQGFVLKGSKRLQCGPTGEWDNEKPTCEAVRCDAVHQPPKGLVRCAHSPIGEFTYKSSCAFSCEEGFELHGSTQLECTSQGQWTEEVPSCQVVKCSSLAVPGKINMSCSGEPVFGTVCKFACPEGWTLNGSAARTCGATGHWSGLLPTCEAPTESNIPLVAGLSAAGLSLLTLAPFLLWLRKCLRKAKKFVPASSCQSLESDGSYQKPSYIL
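Material: HUVEC primary endothelial cells; Amount: 3,000 cells per well; Dosing: single concentration; Medium: EGM-2 growth medium on 0.1% gelatin-coated wells; Read-out basis: percent E-selectin-positive cells; Signal: immunofluorescence imaging; Control set: TNF-alpha, DMSO.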
DENV2 CPE: inhibitors of DENV2 cytopathic effect, primary screen, cell-based, plate reader, single concentration; DENV2-infected cells, cytopathic effect rescue; 350,000 compounds, 1.7% hits; CPE inhibition, % at 9.99 µM; in the data active = CPE inhibition above about 20%, passing the limit was not always enough; inconclusive = no clear call, values can overlap the other calls; tested in BHK-21 cells;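 also: 0% = median of neutral control wells and 100% = median of positive control wells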
PglD DTNB: C. jejuni PglD acetyltransferase inhibitors, primary screen, biochemical, DTNB colorimetric, single point | UDP-N-acetylbacillosamine N-acetyltransferase PglD (Campylobacter jejuni) | purified PglD enzyme, DTNB colorimetric CoA detection | inhibition, % at 12.5 µM | 360,000 compounds, 0.098% hits; in the data active = inhibition above about 16%, passing the limit was not always enough; inconclusive = no clear call, values can overlap the other calls; also: strong numbers were not always called active
An asterisk follows results filed as active; ? = inconclusive; . = no result given. Not all compounds are listed; count on the stated rates, not on these rows.

Preview (4 entries):
SMILES | C2C12 statin | ERp5 inh | S100A4 MyoIIA | SIRT5 block | E-selectin induc | DENV2 CPE | PglD DTNB
O=C(C[C@H]1CC[C@@H]2[C@H](COC[C@@H](O)CN2C(=O)Cc2ccccc2)O1)NC1Cc2ccccc2C1 | 3 | -2 | 2 | -1 | 0.1 | -2 | 1
Cc1ccccc1-c1cnc2c(c1)C(=O)N([C@@H](C)CO)C[C@@H](C)[C@H](CN(C)C(=O)CN(C)C)O2 | 0 | -5 | 3 | -1 | 0.0 | 8 | -1
Cc1noc(C(=O)Nc2cc(Cl)ccc2O)c1Cl | 28 | 1 | -4 | -4 | 0.0 | -5 | 0
CNc1cc(C(=O)Nc2cccc(OCc3ccccc3)c2)ncn1 | . | -5 | -26 | -6 | -2.1 | 7 | 2

This part in full, from the first entry:
SMILES | C2C12 statin | ERp5 inh | S100A4 MyoIIA | SIRT5 block | E-selectin induc | DENV2 CPE | PglD DTNB
O=C(C[C@H]1CC[C@@H]2[C@H](COC[C@@H](O)CN2C(=O)Cc2ccccc2)O1)NC1Cc2ccccc2C1 | 3 | -2 | 2 | -1 | 0.1 | -2 | 1
Cc1ccccc1-c1cnc2c(c1)C(=O)N([C@@H](C)CO)C[C@@H](C)[C@H](CN(C)C(=O)CN(C)C)O2 | 0 | -5 | 3 | -1 | 0.0 | 8 | -1
Cc1noc(C(=O)Nc2cc(Cl)ccc2O)c1Cl | 28 | 1 | -4 | -4 | 0.0 | -5 | 0
CNc1cc(C(=O)Nc2cccc(OCc3ccccc3)c2)ncn1 | . | -5 | -26 | -6 | -2.1 | 7 | 2
N#Cc1ccccc1NC(=O)COc1c(Br)cc(Br)c2cccnc12 | 1 | -2 | -1 | -3 | 4.7 | 4 | 8
Cc1ccn2c(C(C)O)nnc2c1 (configuration not stated) | . | -6 | -1 | -1 | -0.1 | ? | .
CCc1csc(N2[C@H](C#N)[C@H](c3ccc(-c4cccc(F)c4)cc3)[C@@H]2CO)n1 | -9 | -4 | -12 | 3 | 0.9 | -19 | 1
COc1ccc(S(=O)(=O)N(C)C[C@@H]2Oc3ccc(NC(=O)Cc4cn(C)c5ccccc45)cc3C(=O)N([C@@H](C)CO)C[C@H]2C)cc1 | 3 | -1 | 3 | 9 | 0.0 | 3 | -1
C[C@@H]1CN([C@H](C)CO)C(=O)c2cc(NS(=O)(=O)c3cccs3)ccc2O[C@@H]1CN(C)C(=O)Nc1cccc2ccccc12 | -39 | -2 | -4 | 0 | 0.1 | 6 | -3
COc1ccc(Nc2nc(C)cc(C)c2C(N)=O)c(OC)c1 | 1 | 4 | -2 | 0 | . | -3 | -3
Cc1cccc(-c2nc(CS(=O)CC(=O)NCc3cccs3)c(C)o2)c1 (configuration not stated) | 0 | -3 | 0 | 7 | -0.1 | -3 | 6
CC(C(=O)Nc1ccc2c(c1)OCO2)N(C)CC(=O)Nc1ccc(Cl)cc1 (configuration not stated) | 4 | 1 | -4 | 3 | . | -8 | 4
Cc1cc(C=O)sc1[B-](F)(F)F | 6 | -2 | -12 | -2 | -1.4 | -8 | 1
COc1ccc(NC(=O)C2C3C=CC4(O3)C2C(=O)N(CCN2CCCCC2)C4C(=O)NC2CCCC(C)C2C)cc1 (configuration not stated) | -76 | 10 | -6 | -10 | 0.2 | 12 | -1
COc1ccc(CCNS(=O)(=O)c2ccc(OC)c(OC)c2)cc1OC | 1 | -2 | 2 | 1 | -0.1 | -2 | -5
COCC(=O)N1CCC(Oc2ccc(C(=O)N(C)C3CCCCC3)cc2)CC1 | 2 | 0 | -7 | -1 | . | -4 | -3
COc1ccc(C(=O)NCCS(=O)(=O)NCc2ccco2)cc1 | -6 | -3 | -2 | -2 | 0.6 | 3 | 2
O=C(COc1ccc(S(=O)(=O)N2CCOCC2)cc1)NC1CC1 | 3 | 2 | -2 | 1 | 0.0 | 13 | -9
CO[C@H]1CN(C)C(=O)c2cc(NC(=O)CC(F)(F)F)ccc2OC[C@H](C)N(C(=O)c2ccccc2F)C[C@@H]1C | . | -1 | 0 | 3 | -0.2 | -5 | .
Cc1cccc(NNC(=O)c2c(F)cccc2Cl)c1 | 17 | 4 | -13 | 3 | 0.1 | -3 | -2
Cc1ccccc1NC(=O)COC(=O)c1cc(S(=O)(=O)N2CCOCC2)ccc1C | -4 | -6 | 5 | -4 | -0.2 | -2 | 1
COc1ccc2c(=O)c(-c3ccc(OC)c(OC)c3)coc2c1 | 3 | 1 | -3 | . | . | -2 | -1
Cc1ccc(OC[C@H](O)[C@H](C)NC(C)C)c2c1CCC2 | -1 | 4 | -2 | -1 | -0.2 | -6 | 0
C[C@@H]1CN([C@H](C)CO)C(=O)Cc2cc(NC(=O)Cc3ccccc3)ccc2O[C@@H]1CN(C)Cc1ccc2c(c1)OCO2 | 62 | 2 | -17 | 0 | 0.0 | 5 | 5
O=C(c1ccc(F)cc1)N1CC(=O)N2[C@H](CO)[C@@H](c3ccc(C#CC4CC4)cc3)[C@H]2C1 | . | 0 | -21 | 3 | 0.3 | -6 | .
CC(=O)c1ccc(NC(=S)NCCCn2ccnc2)cc1 | . | 2 | 0 | -2 | 5.6 | 0 | .
C[C@@H]1CN([C@@H](C)CO)C(=O)c2cc(C#CCc3ccccc3)cnc2O[C@@H]1CN(C)C(=O)C1CC1 | 29 | 1 | 13 | -3 | 0.4 | ? | 4
Cc1ccc(NC(=O)c2cc(-c3ccccc3)n[nH]2)cc1 | -13 | 4 | 5 | -3 | . | ? | -1
CO[C@@H]1CN(C)C(=O)c2cc(NC(=O)C3CCOCC3)ccc2OC[C@H](C)N(CC2CC2)C[C@@H]1C | -4 | 2 | 0 | -2 | -0.1 | -4 | 0
CC(C)c1ccc(Nc2nnns2)cc1 | . | . | -6 | -1 | . | -2 | .
Cc1cccc(C(=O)NCCNC(=O)c2cccc(C)c2)c1 | 16 | -1 | 2 | 10 | -0.1 | 5 | 7
C[C@H]1CN([C@@H](C)CO)C(=O)Cc2cc(NS(=O)(=O)c3cn(C)cn3)ccc2O[C@H]1CN(C)S(=O)(=O)c1cn(C)cn1 | 6 | -5 | -5 | -2 | -0.1 | -1 | 4
COc1ccc(-c2csc(C(C)(O)c3ccccc3)n2)cn1 (configuration not stated) | -5 | 5 | 23 | . | 0.0 | 10 | -4
CCN(CC)C(=O)CSc1nc(O)c(Cc2ccccc2)c(=O)n1-c1ccc(C)cc1 | . | 3 | -14 | -3 | 0.0 | -3 | -1
CC(CCc1ccccc1)NC(=O)Cc1ccccc1 (configuration not stated) | . | -12 | -6 | -7 | -0.2 | 1 | .
NNC(=O)c1ccc2nc(-c3ccc(Br)cc3)cn2c1 | . | 2 | -6 | -4 | . | -2 | .
O=C(CSc1nnc(-c2ccco2)o1)Nc1ccccc1Cl | -1 | 4 | -4 | -2 | -0.1 | -1 | -1
Clc1ccc(COc2ccccc2-c2ccnc3ncnn23)cc1 | . | 1 | 0 | -7 | 2.5 | . | .
Cc1ccccc1S(=O)(=O)N1CC[C@@H]2[C@H]1c1cc(-c3cccc(C#N)c3)ccc1N[C@@H]2CO | -5 | . | . | . | 1.1 | -4 | 2
CCCCCCCCCCCCN1[C@@H](CC(C)=O)c2cc(F)cc(F)c2S1(=O)=O | 2 | -1 | 2 | 5 | 0.0 | 38* | -5
COc1ccc(CCNC(=O)CSc2nnc(-c3ccc(F)cc3)o2)cc1OC | 9 | 3 | -1 | -1 | . | 7 | 2
CCn1nnc(NC(=O)C(C)(c2ccccc2)c2ccccc2)n1 | -3 | 2 | 0 | -1 | -1.5 | -9 | -3
Cc1ccc2nc(Cl)c(/C=N/NC(=O)CN3CCOCC3)cc2c1 | 2 | 4 | -1 | -1 | 3.7 | -6 | -2
CCCN(C)C[C@@H]1Oc2cc(-c3ccc(C#N)cc3)ccc2S(=O)(=O)N([C@@H](C)CO)C[C@@H]1C | 2 | 2 | -10 | -3 | 0.2 | 7 | 2
CC1(OC(=O)CCc2ccccc2)C(=O)C=C2C=C(c3ccc(C#N)cc3)N(CCc3c[nH]c4ccccc34)C=C2C1=O (configuration not stated) | -1 | -2 | -4 | -2 | 0.4 | . | -2
C[C@H]1CN([C@@H](C)CO)C(=O)c2cc(N(C)C)ccc2O[C@H]1CN(C)S(C)(=O)=O | 13 | 0 | 3 | -1 | -0.1 | 7 | -6
CCOC(=O)C1(CCc2ccccc2)CCN(Cc2ccc(O)cc2)CC1 | -8 | -5 | 3 | -1 | 1.7 | -1 | 5
O=C1CC(NS(=O)(=O)c2cccs2)CN1c1ccc(F)cc1 (configuration not stated) | 12 | 2 | -1 | 9 | 0.2 | -1 | .
Cc1ccc(S(=O)(=O)N2CCC3(CC2)OCCN3S(=O)(=O)c2cccs2)cc1 | 3 | -2 | -1 | -2 | -1.3 | 0 | 8
O=C(NCc1cccc(C(F)(F)F)c1)c1ccc2c(c1)OCO2 | 4 | 3 | -4 | -1 | -0.8 | 4 | -8
CC1(C(=O)NS(=O)(=O)c2cccc(F)c2)CCN1C(=O)c1cccc2ccccc12 (configuration not stated) | -10 | -3 | 3 | -3 | -0.2 | 6 | 3
COc1cc(NC(=O)c2ccc(CNc3c(N4CCOCC4)c(=O)c3=O)cc2)cc(OC)c1 | 3 | 9 | -5 | . | 0.2 | 2 | -1
Cc1ccc(S(=O)(=O)NCC[C@H]2CC[C@H](NC(=O)C3CCOCC3)[C@H](CO)O2)cc1 | -4 | -1 | -6 | 6 | 0.2 | -3 | 3
C/C(CC(=O)NCc1ccccc1Cl)=N/NC(=O)c1ccccn1 | 2 | 1 | -3 | -2 | . | -5 | 3
O=C1CCCc2cnnn2COC[C@@H](c2ccccc2)N1 | . | -1 | 4 | 1 | -0.2 | 3 | .
CCC(=O)Nc1nnc(S(=O)(=O)N2CCc3ccccc32)s1 | -3 | -2 | -3 | 1 | -1.6 | -2 | 5
CC(C)N(CC(N)=O)c1ccc(S(=O)(=O)N2CCCC2)cn1 | -3 | 0 | 3 | -1 | 3.4 | -10 | -3
CO[C@H]1CN(C)C(=O)c2ccc(NC(=O)C3CC3)cc2OC[C@H](C)N(C(=O)Cc2ccccn2)C[C@H]1C | -7 | 2 | -9 | 0 | 0.4 | 8 | -6
C[C@@H]1CN([C@H](C)CO)C(=O)c2cc(NS(=O)(=O)c3cn(C)cn3)ccc2O[C@@H](C)CCCCO[C@@H]1CN(C)Cc1ccc(C(F)(F)F)cc1 | . | 7 | -1 | 4 | -0.3 | 2 | 3
CC(C)[C@H](NC(=O)C1CCN(C(=O)[C@H](Cc2ccccc2)NC(=O)OC(C)(C)C)CC1)C(=O)O | -7 | 1 | -3 | 0 | 0.7 | -1 | 3
Cc1ccc(S(=O)(=O)NC(C)(C)C)cc1C(=O)OCC(=O)N1CCCC1=O | 3 | -2 | 1 | -1 | 0.2 | 7 | 0
C[C@@H]1CN([C@H](C)CO)C(=O)c2cc(C#CC3(O)CCCC3)cnc2O[C@H]1CN(C)Cc1ccccn1 | 6 | 14 | 8 | -4 | 0.0 | . | 4
CCN(C(=O)COC(=O)/C=C/c1ccc(C)o1)c1c(N)n(Cc2ccccc2)c(=O)[nH]c1=O | 1 | 3 | 2 | -5 | 1.5 | 4 | -3
